Source: PubChem
ABCB6 inh MLPCN: inhibitors of human ABC transporter ABCB6 | fluorescence ratio to DMSO, % at 10 µM | K562-ABCB6 porphyrin accumulation, flow cytometry, 1 h; hits give low values | Q9NP58 | hit rate 0.19% among 360,000;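 active = fluorescence ratio to DMSO below 75%, the collection mean minus 3 SD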;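 also: signal is porphyrin accumulated inside mitochondria; 100% equals median channel fluorescence of DMSO control wells; lower ratio means ABCB6 inhibition with less porphyrin fluorescence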
MC4R antag cAMP: blocks human MC4R cAMP signaling; P32245; MC4R-expressing cells, MTII-stimulated cAMP, LANCE TR-FRET; inhibition, % at 6.5 µM; hit rate 0.48% among 360,000;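 active = inhibition above its plate's cutoff, the mean of tested wells on that plate plus 3 SD, cut at about 29% in these data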;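 also: 0% = Melanotan II alone and 100% = Melanotan II plus saturating MCL0020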
Target sequence (P32245 whole entry, looked up): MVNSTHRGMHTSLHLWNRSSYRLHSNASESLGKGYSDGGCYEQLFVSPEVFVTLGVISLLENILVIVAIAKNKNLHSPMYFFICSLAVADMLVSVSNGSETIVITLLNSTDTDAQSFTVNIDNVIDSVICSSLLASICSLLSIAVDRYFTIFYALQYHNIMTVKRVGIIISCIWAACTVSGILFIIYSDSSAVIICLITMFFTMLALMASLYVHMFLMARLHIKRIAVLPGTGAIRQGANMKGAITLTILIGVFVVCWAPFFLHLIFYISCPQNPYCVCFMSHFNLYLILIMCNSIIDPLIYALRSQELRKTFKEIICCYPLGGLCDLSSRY
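system = U2OS cells with stable human MC4R expression | also added = Melanotan II challenge after compound preincubation | dosing = one concentration, 6.5 µM nominal | incubation = compound 30 min, challenge 1 h, detection 1 h | measured by = TR-FRET with Eu-cAMP and labeled anti-cAMP, 671 nm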
N-glyco inh: blocks N-linked glycosylation in D54 reporter cells; reporter increase, % at 12.5 µM; D54 ERlucT glycosylation luciferase reporter, 24 h; percent of 100 nM tunicamycin response; hit rate 0.23% among 360,000;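 active = mean luciferase reporter signal, scaled so untreated is 0 and the glycosylation-blocking control 100, at or above a set limit in every replicate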;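 also: luciferase carries N-glycosylation sites so blocking glycosylation raises the light; 0% = median of neutral control wells and 100% = median of 100 nM tunicamycin wells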
ABHD5-PLIN5 inh: blocks binding of human ABHD5 to perilipin-5 | Split G. princeps luciferase complementation, luminescence, 4 h | hit rate 0.78% among 360,000 | Q00G26+Q8WTS1 | AID 602281 | inhibition, % at 4 µM;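 active = inhibition above the mean inhibition across every tested compound plus 3 SD, cut at about 22% in these data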;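 also: 0% = DMSO only wells and the 100% control is not disclosed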
TLR9-MyD88 block: TLR9-MyD88 interaction inhibition. AID 504734. Q9NR96+Q99836. inhibition, % at 4.98 µM. hit rate 0.21% among 340,000. CHO BLA complementation TLR9-MyD88, CCF4 FRET ratio;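 active = inhibition above the mean over all tested compounds plus 3 SD, cut at about 21% in these data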;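 also: 0% = DMSO only wells and 100% = clavulanate BLA inhibitor control wells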
Granule exo inh: lytic granule exocytosis inhibition; TALL-104 LAMP-1 surface exposure, flow cytometry; cells stimulated with thapsigargin and PMA; inhibition, % at 10 µM; hit rate 0.66% among 360,000;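 active = inhibition above about 55%, limit read from the data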
aDG glyco up: alpha-DG glycosylation activation. Pro5-aDG cells, alpha-DG glycosylation AlphaScreen (IIH6); 0% Pro5, 100% B10-LARGE cell signal. activation, % at 10 µM. hit rate 0.22% among 360,000. AID 624168;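 active = activation of at least 8% versus controls, or a plate z-score of at least 8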;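 also: Pro5 are CHO cells carrying HIG-tagged alpha-DG that lacks glycosylation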
Vif imaging: inhibitors of HIV Vif; HEK293T cells, Vif self-association by quenched fluorescence, imaging, 24 h; inhibition, % at 7.49 µM; hit rate 0.35% among 340,000; AID 602346; in the data active = inhibition above about 50%, passing the limit was not always enough; also: some results filed as inactive read as strong as hits
NOD2-RIPK2 inh: NOD2-RIPK2 protein interaction inhibition. AID 624267. O43353. hit rate 0.38% among 360,000. inhibition, % at 4.98 µM. CHO BLA complementation NOD2-RIPK2, CCF4 ratio; in the data active = inhibition above about 21%;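 also: 0% = vehicle only and 100% = reference blocker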
Target sequence (O43353 whole entry, looked up): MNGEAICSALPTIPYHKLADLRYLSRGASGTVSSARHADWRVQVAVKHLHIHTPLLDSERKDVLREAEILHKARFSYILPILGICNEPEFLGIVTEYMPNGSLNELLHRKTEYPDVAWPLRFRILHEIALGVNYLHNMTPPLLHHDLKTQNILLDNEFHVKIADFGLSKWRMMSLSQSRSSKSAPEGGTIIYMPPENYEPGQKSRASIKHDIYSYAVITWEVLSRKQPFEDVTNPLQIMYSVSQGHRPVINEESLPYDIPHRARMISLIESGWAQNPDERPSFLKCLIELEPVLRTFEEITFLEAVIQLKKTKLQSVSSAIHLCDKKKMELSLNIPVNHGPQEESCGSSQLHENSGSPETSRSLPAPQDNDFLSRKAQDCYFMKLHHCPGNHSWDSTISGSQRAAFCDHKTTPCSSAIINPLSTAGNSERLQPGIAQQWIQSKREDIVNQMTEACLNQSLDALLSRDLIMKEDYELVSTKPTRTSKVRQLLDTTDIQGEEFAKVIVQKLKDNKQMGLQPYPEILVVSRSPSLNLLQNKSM
MC4R ag barr: human MC4R agonism via beta-arrestin | P32245 | U2OS MC4R beta-arrestin complementation, luminescence; percent of melanotan II response, DMSO zero | activation, % at 8.9 µM | hit rate 0.98% among 360,000 | AID 540308;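 active = activation above a per-plate cutoff, the mean activation of sample wells on that plate plus 3 SD, cut at about 8% in these data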
Starred values were filed as active, the others as inactive; · = not tested or not shown; & = joins results of further samples.

SMILES	ABCB6 inh MLPCN	MC4R antag cAMP	N-glyco inh	ABHD5-PLIN5 inh	TLR9-MyD88 block	Granule exo inh	aDG glyco up	Vif imaging	NOD2-RIPK2 inh	MC4R ag barr
CCOC(=O)C1=C(c2ccccc2)N=c2s/c(=C\c3cc(OC)c(OC)c(OC)c3)c(=O)n2C1c1cccs1 (stereo not given)	100	5	-2	0	22*	4	-0.9	-5	11	-0.2
CCn1c2ccccc2c2cc(NC(=O)c3ccc(C)c([N+](=O)[O-])c3)ccc21	92	-2	-3	3	9	1	0.4	-7	-14	-1.6
COP(=O)(OC)C(Nc1ccc(C)cc1)c1ccc([N+](=O)[O-])cc1 (stereo not given)	97	0	4	-4	-2	10	0.0	-11	-3	-3.2
CC1(C)NC(=O)N(CCOCCOc2c(Cl)cc(Cl)cc2Cl)C1=O	101	1	-2	-2	-5	-3	0.3	5	2	-0.9
COc1ccc(NC(C)=O)cc1NC(=O)CSc1nnc(-c2ccc(F)cc2)n1N	98	2	3	-1	0	2	-0.2	-7	2	-0.1
S=C(NCCN1CCOCC1)C(=S)NCCN1CCOCC1	102	0	0	-15	-3	-8	0.0	4	7	1.8
CCN(CC)CCN1C(=O)Cn2c(C)c(C)c3cccc1c32	101&105	-3&-11	-2&0	0&16	-4&-6	-1&6	0.3&0.0	2&2	-2&-1	-1.7&0.7
NS(=O)(=O)c1ccc(NC(=O)CSc2nc(Nc3ccccc3)nc(N3CCOCC3)n2)cc1	99	5	-3	-3	-5	0	0.1	10	11	-4.9
O=C(Nc1cccc2ccccc12)C1CCN(C(=O)Cc2ccccc2)CC1	121	16	1	-2	-10	-1	-0.1	-3	-1	0.1
CCN(CC)S(=O)(=O)c1cccc(-c2nnc(-c3ccc(C)cc3)o2)c1	92	10	-3	1	-17	0	0.0	4	0	-1.7
C#CCCc1cscc1/C=[N+](\[O-])c1ccc(C(=O)OCC)cc1	104	9	-2	-7	5	2	-0.3	·	-3	-0.6
COc1ccc(-c2nc3n(n2)C(c2ccccc2Cl)C(C(N)=O)=C(C)N3)cc1 (stereo not given)	102	9	-1	1	2	-1	-0.1	5	5	0.2
CCCNC(=O)N(CCOC)CC1CCCN(C2Cc3ccccc3C2)C1 (stereo not given)	100	4	1	-2	-9	-4	0.1	-4	-7	0.0
CN(C)CCCN(C(=O)c1ccc(S(=O)(=O)N2CCOCC2)cc1)c1nc2ccc(F)cc2s1	94	6	1	6	0	1	0.0	-6	-8	-2.8
COc1ccc(-c2c(-c3cc(OC)cc(OC)c3)n(C)c3ccc(-c4cnc(N)nc4)cc23)cc1	97	-19	0	0	1	-6	0.8	11	-3	-0.7
CSc1nc(C)cc(Oc2ccc(OCCOc3ccccc3)nn2)n1	98	6	-1	1	-4	-2	-0.2	4	12	-0.9
O=C(CSc1nc2ccc(Cl)cc2[nH]1)c1c[nH]c2ccccc12	100	-2	3	3	-8	-4	0.2	1	2	-1.7
CCOc1ccc(NC(=O)CN2CCc3ccccc3C2)cc1	104	-6	0	-11	-9	-12	0.0	-11	-1	-0.1
O=C(NCc1ccc(Cl)cc1)c1ccccc1Oc1ccccc1	98	2	-5	-3	2	12	0.6	-5	-4	0.9
CS/C(=N\S(=O)(=O)c1cccs1)Nc1ccc(Cl)cc1	106	2	1	-6	0	4	0.6	3	-3	-1.6
O=C(CSc1ncn[nH]1)Nc1ccc(Cl)c(S(=O)(=O)N2CCOCC2)c1	98	13	1	-4	-8	-1	0.0	18	-4	0.5
CCOc1ccccc1NC(=O)CN1CCc2ccccc2C1	94	1	-4	-3	-7	18	0.3	-4	10	-0.4
COc1ccc(N2CCN(CC(O)COC(c3ccccc3)c3ccccc3)CC2)cc1 (stereo not given)	95	13	-3	5	-5	-6	-0.1	0	13	0.6
CCC(C)c1ccccc1N1CC(C(=O)Nc2ccccc2N2CCCC2)CC1=O (stereo not given)	96	4	-3	-3	4	0	0.5	-3	5	-4.7

Rewritten with values ahead of the structure: part of the list above.
| ABCB6 inh MLPCN | MC4R antag cAMP | N-glyco inh | ABHD5-PLIN5 inh | TLR9-MyD88 block | Granule exo inh | aDG glyco up | Vif imaging | NOD2-RIPK2 inh | MC4R ag barr | Molecule |
| --- | --- | --- | --- | --- | --- | --- | --- | --- | --- | --- |
| 98 | 2 | -5 | -3 | 2 | 12 | 0.6 | -5 | -4 | 0.9 | O=C(NCc1ccc(Cl)cc1)c1ccccc1Oc1ccccc1 |
| 95 | 13 | -3 | 5 | -5 | -6 | -0.1 | 0 | 13 | 0.6 | COc1ccc(N2CCN(CC(O)COC(c3ccccc3)c3ccccc3)CC2)cc1 (stereo not given) |

Other entries.
SMILES	ABCB6 inh MLPCN	MC4R antag cAMP	N-glyco inh	ABHD5-PLIN5 inh	TLR9-MyD88 block	Granule exo inh	aDG glyco up	Vif imaging	NOD2-RIPK2 inh	MC4R ag barr
COc1cc(C(=O)Nc2nc(-c3ccc(F)cc3)cs2)ccc1OCC(=O)N1CCOCC1	100	9	0	9	4	-7	-0.4	0	-8	-1.0
Cc1cccc(Nc2nc(N)c([N+](=O)[O-])c(N3CC(C)CC(C)C3)n2)c1 (stereo not given)	88	27	-7	-16	7	-2	0.1	·	-8	0.5
Cc1ccc(N(CC(=O)NCC2CCCO2)C(=O)CNS(=O)(=O)c2ccc(Cl)cc2)cc1 (stereo not given)	98	10	2	1	-2	-7	0.0	12	-11	-0.6
COc1ccc(NC(=O)C2CCN(S(=O)(=O)c3ccc(Cl)c(C(F)(F)F)c3)CC2)cn1	94	13	1	-12	-24	-17	0.4	·	2	-0.4
Cc1nnc(-c2cnn(C)c2N)n1Cc1ccc(Cl)cc1	82	5	3	2	-3	3	-0.2	1	-5	-0.5
CC1CCN(C(=O)C(=O)c2cn(CC(=O)N3CCCC3)c3ccccc23)CC1	101	4	1	0	-4	-9	0.4	-1	-5	-0.6
O=C(Nc1cccc(S(=O)(=O)NC2=NCCC2)c1)c1cn(-c2ccccc2)nc1-c1ccc(F)cc1	93	29*	7	-9	-1	10	-0.6	-1	-2	-3.2
CCOc1ccc2nc(S(=O)(=O)NC(=O)C3(C)CCN3C(=O)CCc3cccs3)sc2c1 (stereo not given)	101	15	1	-4	·	1	-0.3	36	4	-0.4
CNc1nc(-c2c(C)[nH]c3ccc(OC)cc23)cs1	113	-2	0	0	-2	11	1.4	-7	0	-0.1
CC1CC(C)CN(S(=O)(=O)c2ccc(NC(=O)CN3C(=O)NC(C)(c4ccccc4)C3=O)cc2)C1 (stereo not given)	94	4	2	4	4	7	1.1	-1	2	-2.2
Cc1ccc2[nH]c(=O)c3cc(C(=O)NCC4CCCO4)sc3c2c1 (stereo not given)	99	14	3	0	1	-2	0.3	-10	-1	-1.1
CCn1c(SCC(=O)N2CCN(c3ccccc3F)CC2)nnc1-c1ccoc1C	92	8	0	-3	0	-3	0.1	-7	1	-1.8
COc1cccc(C(=O)N2CCN(C3CCCCC3)CC2)c1	99	-1	-2	-7	2	-8	0.1	0	7	-0.2
O=[N+]([O-])c1ccc(/C=N/Nc2nc(N3CCCCC3)nc(N3CCCCC3)n2)cc1	102	-1	-6	-5	-12	0	0.0	-10	-8	-3.0
O=C(Oc1cccc(-n2cnnn2)c1)c1sc2ccccc2c1Cl	98	0	0	6	8	0	0.4	-10	-17	-0.7
COc1cccc(/C=N/NC(=S)NCCc2ccccc2)c1OC	99	-2	1	-9	-5	17	-0.1	·	9	-1.5
CC(C)(C)CC(C)(C)c1ccc(O)c(CN2CCN(CCC#N)CC2)c1	97	15	-4	0	-10	-2	-0.1	10	15	1.0
CCCn1c2ccccc2c2cnn(CC(=O)N3CCOCC3)c(=O)c21	83	-5	0	-4	-7	11	-0.5	1	-7	-1.4
Cc1ccc(-c2ccc3c(c2)O[C@H](CN(C)C(=O)Nc2ccc(C(F)(F)F)cc2)[C@H](C)CN([C@H](C)CO)S3(=O)=O)cc1	98	·	-2	-5	·	-4	0.4	15	0	·
CCOc1ccccc1N(CC(=O)Nc1ccccc1C(=O)OC)S(C)(=O)=O	96	2	-2	6	-12	-1	-0.2	3	-7	0.1
C/C(=N\NC(=O)COc1ccccc1-c1ccccc1)c1ccccn1	95	-6	-14	-1	3	8	-0.8	-9	17	-3.2
Cc1ccc(NC2CCCN(C(=O)CCCN3CCCCC3=O)C2)cc1C (stereo not given)	98	1	·	2	0	5	0.0	·	6	-2.5
COc1cc2sc3ccc(C#Cc4ccc(N)cc4)cc3c(=O)c2cc1OC	101	15	-2	1	-7	-1	-0.1	-2	2	6.3
O=C1CC(C(=O)O)S/C(=N\NC(=O)c2ccc(F)cc2)N1 (stereo not given)	91	4	2	8	-5	-2	0.1	1	1	-0.1
O=C(COC(=O)c1cccc(Br)c1)NCCNC(=O)COC(=O)c1cccc(Br)c1	93	4	1	5	5	9	7.4*	-5	-6	0.0
O=C(CSc1nc(-c2ccco2)cc(C(F)(F)F)n1)NCCc1ccccc1	98	6	-8	-2	11	-2	0.2	-6	10	2.6
CCNC(=O)N(CC)C[C@H]1N[C@@](C)(C(=O)OC)[C@H]2C(=O)N(C)C(=O)[C@@H]12	101	-2	-1	1	-19	-3	0.0	-3	-6	2.4
CCOC(=O)C1=C(C)OC(N)=C(C#N)C1c1cc(OC)c2c(c1)OCO2 (stereo not given)	191	-34	0	3	2	-8	-0.1	·	4	-1.2
Cc1c(Cl)cccc1NC(=S)NCCN1CCOCC1	92	9	1	-2	-10	-2	0.1	7	-2	-1.3
COc1cc(C(=O)N2CCN(C(=O)C3COc4ccccc4O3)CC2)cc(OC)c1OC (stereo not given)	100	10	3	-4	6	-3	-0.4	10	-5	-2.6
COc1ccccc1CC(NC(C)=O)C(=O)N1CCN(C(=O)Nc2ccccc2Cl)CC1 (stereo not given)	99	8	0	-1	-1	2	-0.1	·	10	-0.8
NS(=O)(=O)c1cccc(NC(=O)COC(=O)CCSc2ccccc2)c1	96	-3	0	-1	0	4	0.0	9	-5	-3.6
O=c1c2c(n3cnnc3n1-c1ccccc1)-c1ccccc1CC21CCCC1	88	-1	4	0	4	9	0.1	1	4	-0.3
Cc1ccc(OCCNC(=O)c2cc(C(=O)NCCOc3ccc(C)cc3)cc([N+](=O)[O-])c2)cc1	96	14	-1	-5	0	-6	1.7	-9	-10	-2.6
Nc1c(Cl)ncnc1NCC(O)CO (stereo not given)	86	3	0	-9	1	-1	-0.1	3	2	0.7
Cc1ccccc1OCC(=O)NNC(=O)c1cc(S(=O)(=O)N2CCOCC2)ccc1N1CCCC1	98	5	-1	-3	-4	5	0.3	-8	-2	-2.8
CC(=O)Nc1cc(C(=O)O)ccc1S(=O)(=O)c1ccc(C)cc1	102	-2	2	1	-6	1	0.0	·	-2	0.1
O=C(Cn1nnc(N2CCCCC2)n1)c1ccc(Cl)c(Cl)c1	101	-2	-1	-3	·	-5	-0.1	4	-7	1.7
CCOC(=O)C1=CC[C@@H](c2ccc(F)cc2)N(S(=O)(=O)c2ccc(C)cc2)[C@H]1c1ccccc1	105	·	-11	-4	·	2	0.1	16	-19	·
N#Cc1nc(Cc2ccccc2)oc1NCc1cccnc1	102	-4	1	5	6	0	-0.2	2	-12	-0.7
C/C(=N\NC(=O)COc1ccccc1-c1ccccc1)c1cccnc1	103	-2	-1	-8	-2	-6	0.1	6	12	-2.3
COc1ccc(NS(=O)(=O)c2ccc(OC)c(NC(=O)CCC3CCCCC3)c2)cc1	100	15	-5	3	3	3	0.1	-3	-13	6.1

The list is partial; count on the stated rates, not on these rows.
